# Glioma ERSR ind: qHTS for Inducers of the Endoplasmic Reticulum Stress Response (ERSR) in Human Glioma: qHTS; U87-MG GRP78 promoter luciferase reporter, 16 h; Potency, µM, without a hit: at the top dose activation, hits mostly activators; 0.02% of 420,000 active; AID 602332, 2012; note: potency is the fitted concentration of half-maximal effect; series mostly up to about 76 µM; % of control where 0% means no effect; nearly all actives have a fitted effect of over 35% in size
#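 Stably transfected U87-MG glioma cells carrying a GRP78-based luciferase sensor; 16 h compound incubation. Luminescence end-point read 10 min after Bright-Glo addition at room temperature.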
# USP1 inh: Inhibitors of USP1/UAF1: Primary Screen; recombinant USP1/UAF1, Ub-Rhodamine cleavage fluorescence; Potency, µM (highest dose often 57.1 µM), for inactives: at the top dose activity change, negative = inhibition, hits mostly inhibitors; 0.23% of 390,000 active; AID 743255, 2014; note: potency is the fitted concentration of half-maximal effect; % is set by controls: 0 for no effect and ±100 for the full control effect; nearly all actives have a fitted effect of over 60% in size; inactives centre near -12
#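 USP1/UAF1 complex (1 nM) preincubated 15 min at room temperature with compound, then Ub-Rho substrate (150 nM final) added. Kinetic fluorescence at 480/540 nm over 6 reads at 60 s intervals; 50 mM HEPES pH 7.8, 0.5 mM EDTA, 0.1 mg/ml BSA, 1 mM TCEP, 0.01% Tween-20.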
# PI4K2A block: qHTS for small molecular inhibitors of PI4K2A; activity change, negative = inhibition, % at 76.9 µM; 0.13% of 420,000 active; Phosphatidylinositol 4-kinase type 2-alpha (Homo sapiens), Q9BTU6; purified PI4K2A, ADP-Glo luminescence, 1 h; stronger effect = lower value; in the data active = activity change below about -50%; inconclusive = mostly about -30% to -49%;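 note: -100% = wells without enzyme as full effect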
#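 In this quantitative HTS, ADP production by PI4K2A was quantified luminescently after 1 h at ambient temperature; 100 microM adenosine served as plate-quality control.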
# TrxR1 substrate: qHTS Assay for Substrates of Mammalian Selenoprotein Thioredoxin Reductase 1 (TrxR1): qHTS | Thioredoxin reductase 1, cytoplasmic (Rattus norvegicus), O89049 | purified TrxR1 substrate turnover, NADPH consumption readout | Potency, µM (top dose mostly 114 µM), inactives show at the highest dose activity change, negative = substrate turnover | 0.01% of 390,000 active; note: potency is the fitted concentration of half-maximal effect; % is set by controls: 0 for no effect and ±100 for the full control effect; nearly all actives have a fitted effect of over 50% in size
#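 Rat TrxR1, dispensed at 90 nM, was prereduced with 400 uM NADPH (final) for 5 min at ~22 deg C, then incubated with compound 15 min before 400 uM selenite. A first-read NADPH fluorescence drop versus no-compound background flagged substrates.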
# mIDH1 inhibitor: qHTS for Inhibitors of mutant isocitrate dehydrogenase 1 (IDH1): qHTS. IDH1-R132H enzyme, NADPH consumption, diaphorase/resazurin fluorescence. Potency, µM (titrated, usually from 76.6 µM), without a hit: top-dose activity change, negative = inhibition, hits mostly inhibitors. 0.093% of 390,000 active. AID 602179, 2012; note: potency is the fitted concentration of half-maximal effect; % is set by controls: 0 for no effect and ±100 for the full control effect; nearly all actives have a fitted effect of over 65% in size
#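 IDH1-R132H (0.5 ug/mL dispensed) in pH 7.5 Tris buffer was preincubated 30 min with compound, then given a substrate mix of 0.016 mM NADPH and 2 mM alpha-KG for 80 min at room temperature; remaining NADPH was read by diaphorase/resazurin fluorescence.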
# LDHA block: qHTS assay for inhibitors of human lactate dehydrogenase; purified LDHA, NADH/diaphorase-resazurin fluorescence; stronger effect = lower value; activity change, % (values are at about 110 or 230 µM); 0.15% of 480,000 active; AID 1347041, 2019; in the data active = activity change below about -30%; inconclusive = mostly about -25% to -30%;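 note: plate controls were DMSO wells for no effect and wells without enzyme for full effect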
#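 Human LDH5 (2 nM) was incubated with 0.06 mM NADH and 0.2 mM pyruvate for 5 min at room temperature in Tris pH 7.4. Remaining NADH was coupled through diaphorase/resazurin, and resorufin fluorescence was read at 0 and 20 min.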
# Vif-APOBEC3G blk: qHTS for Inhibitors of Vif-A3G Interactions: qHTS; HeLa A3G-eYFP + Vif (tagged APOBEC3G with the HIV-1 protein that degrades it), YFP fluorescence, overnight; Potency, µM (highest dose often 46.1 µM), without a hit: at the top dose activity, negative = active, actives largely listed as inhibitors; 0.076% of 410,000 active;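 note: potency is the fitted concentration of half-maximal effect; % is set by controls: 0 for no effect and ±100 for the full control effect; nearly all actives have a fitted effect of over 60% in size; hits raise eYFP signal because A3G escapes Vif-driven loss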
#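 Read-out is eYFP fluorescence (Ex 488/Em 500-530) from Vif-expressing HeLa A3G-eYFP cells; more signal means A3G escaped Vif-mediated degradation. Cells plated overnight, compound pinned in, incubated overnight at 37 deg C.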
# RXFP1 agonist: qHTS Assay for Agonists of the Relaxin Receptor RXFP1; Relaxin receptor 1 (Homo sapiens), Q9HBX9; HEK293T-RXFP1 cAMP TR-FRET, 30 min; response scale: percent of porcine relaxin response, buffer zero; Potency, µM (series often up to 57.5 µM), inactives show at the highest dose activation, usual class: activators; 0.3% of 370,000 active; AID 2676, 2010; note: potency is the fitted concentration of half-maximal effect; % is set by controls: 0 for no effect and ±100 for the full control effect; nearly all actives have a fitted effect of over 60% in size; many of its hits are not listed in these tables
# Target sequence (Q9HBX9 whole entry, looked up): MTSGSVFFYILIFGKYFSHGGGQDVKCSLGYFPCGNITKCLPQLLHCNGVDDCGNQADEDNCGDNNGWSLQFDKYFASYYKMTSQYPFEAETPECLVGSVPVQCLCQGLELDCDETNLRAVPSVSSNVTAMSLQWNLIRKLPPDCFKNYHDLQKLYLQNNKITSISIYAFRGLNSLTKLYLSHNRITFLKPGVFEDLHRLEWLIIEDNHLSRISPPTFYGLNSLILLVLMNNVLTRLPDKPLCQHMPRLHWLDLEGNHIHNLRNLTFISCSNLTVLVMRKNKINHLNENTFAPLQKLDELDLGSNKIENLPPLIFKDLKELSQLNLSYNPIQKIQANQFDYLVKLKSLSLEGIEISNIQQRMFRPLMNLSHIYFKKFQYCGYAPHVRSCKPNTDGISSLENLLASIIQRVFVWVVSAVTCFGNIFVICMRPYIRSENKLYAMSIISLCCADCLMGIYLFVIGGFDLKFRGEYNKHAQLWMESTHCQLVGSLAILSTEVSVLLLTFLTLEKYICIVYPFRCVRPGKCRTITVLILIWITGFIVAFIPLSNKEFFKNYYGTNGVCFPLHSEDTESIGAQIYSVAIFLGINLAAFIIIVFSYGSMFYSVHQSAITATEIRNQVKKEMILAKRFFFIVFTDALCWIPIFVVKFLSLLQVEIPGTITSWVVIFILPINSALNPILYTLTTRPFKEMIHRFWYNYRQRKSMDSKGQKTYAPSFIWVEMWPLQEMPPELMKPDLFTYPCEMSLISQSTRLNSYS
#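 Agonist response is measured as cAMP accumulation in an RXFP1-transfected HEK293T line under PDE4 inhibition. Values are scaled between buffer-only and 29 nM porcine relaxin, and EC50s come from standard Hill equation fits.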
# Vif-APOBEC3F blk: qHTS for Inhibitors of Vif-A3F Interactions: qHTS | 0.2% of 390,000 active | HeLa A3F-eYFP + Vif (tagged APOBEC3F with the HIV-1 protein that degrades it), YFP fluorescence increase | Potency, µM (titrated, usually from 46.1 µM), without a hit: at the top dose activity, negative = active; note: potency is the fitted concentration of half-maximal effect; % of control where 0% means no effect; nearly all actives have a fitted effect of over 65% in size
#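 HeLa cells stably expressing Vif plus C-terminally eYFP-tagged A3F were seeded, incubated overnight at 37 deg C, dosed with compound, incubated overnight again at 37 deg C. Yellow fluorescence (Ex 488/Em 500-530) reported blocked Vif-mediated A3F-eYFP degradation.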
# * = called active by the depositor; ? = inconclusive; . = no result given; & = joins results of further samples; [ ] = dose if it differs, or a comment. Unless noted, calls come from the whole dose curve; as a rule, active = well fitted curve in the direction sought with a large enough effect; inconclusive = small, poorly fitted or top-dose-only effect, or another doubt; inactive = no such curve, though single readings can be large; an effect the other way counts as inactive or inconclusive.
1. CCOC(=O)C1=C(N)Oc2c(oc(CO)cc2=O)C1c1ccc(F)c(F)c1 (stereo not drawn)
2. COc1ccc(CN(C)CCc2ccccn2)cc1OC
3. Cc1cc(=O)oc2c(C)c(OCC(=O)N3CCC(C(=O)O)CC3)ccc12
4. Cc1ccc(C(C(=O)NC2CCCC2)N(C(=O)CNC(=O)c2ccco2)c2ccccc2)o1 (stereo not drawn)
5. COc1ccc(C2=NN(C(=O)c3cccs3)C(c3ccc(OC)cc3)C2)cc1 (stereo not drawn)
6. CCOC(=O)c1cnc(SC)nc1Oc1cccc(NS(=O)(=O)c2ccc(C)cc2)c1
7. Cc1ccccc1Nc1nc(-c2cccnc2)nc2ccccc12
8. CN(C)c1cccc(-c2nnc(SCC(=O)NCc3ccco3)n2C)c1
assay / entry | 1 | 2 | 3 | 4 | 5 | 6 | 7 | 8
Glioma ERSR ind | -3.8% | 2.6% | -3.2% | 3.1% | 1.2% | -2.9% | -3.4% | -4.4%
USP1 inh | -12.9% | 1.5% | -5.0% | -13.2% | -12.0% | 2.0% | -2.9% | .
PI4K2A block | -3.3 | -0.4 | 17.5 | 13.3 | 3.0 | 1.8 | -0.6 | .
TrxR1 substrate | -9.7%[57.1 µM] | 8.1%[57.1 µM] | 64.5%[activator] | 1.6%[57.1 µM] | 13.3% | -3.3% | -2.7% | 2.2%
mIDH1 inhibitor | 0.7% | 9.5% | 1.5% | -21.4% | 5.9% | -5.0% | -10.3% | .
LDHA block | 1.2 | -22.6 | -1.6 | -4.6 | -1.8 | -4.1 | 6.6&-1.0 | 5.4
Vif-APOBEC3G blk | -2.4% | 1.8% | -0.6% | -3.1% | -0.2% | -0.6% | -2.3% | -15.7%
RXFP1 agonist | -2.0% | 0.2% | 0.1% | -0.8% | 0.7% | 1.0% | 1.0% | .
Vif-APOBEC3F blk | 1.7% | -4.1% | 3.3% | 6.9% | -0.1% | -4.9% | -1.6% | .

9. O=S(=O)(Nc1nc2n(n1)C(c1ccc(F)cc1)C=C(c1ccccc1)N2)c1ccc(Cl)cc1 (stereo not drawn)
10. Cc1ccc(O)c(NC(=O)COc2cc(C)ccc2C)c1
11. COc1cc(C(=O)Nc2nc3ccc(C)cc3s2)ccc1OCc1c(C)noc1C
12. COC1=NC(=C(c2ccccc2)c2ccccc2)OC1=O
13. O=Cc1cn(-c2ccccc2)nc1-c1cccnc1
14. COc1ccc(CCNC(=O)c2c(O)nc3ccccn3c2=O)cc1
15. O=C(N/N=C\C=C\c1ccco1)C1COc2ccccc2O1 (stereo not drawn)
16. CC(=O)c1c(C)[nH]c(C(=O)CN2CCN(S(=O)(=O)c3ccccc3)CC2)c1C
assay / entry | 9 | 10 | 11 | 12 | 13 | 14 | 15 | 16
Glioma ERSR ind | -2.3% | 1.4% | -1.8% | -2.2% | -1.5% | 2.1% | ? | -5.4%
USP1 inh | ? | -17.1% | -20.1% | ? | 0.3% | -26.8% | 0.8% | -22.7%
PI4K2A block | 1.4 | -0.3 | 9.4 | -6.2 | -1.8 | -0.8 | -12.8 | 2.2
TrxR1 substrate | -2.8% | -1.4% | 19.1% | 11.5% | -2.6% | 4.4% | 11.3%[57.1 µM] | -4.1%
mIDH1 inhibitor | ? | 2.4% | 3.5% | 0.0% | 0.2% | -7.6% | 0.9% | 2.7%
LDHA block | -3.8 | -6.8 | -3.1 | -10.8 | -3.0 | 7.5 | 5.4 | -1.1
Vif-APOBEC3G blk | ? | -2.5% | 0.0% | 0.4% | 2.0% | 0.5% | -25.8% | -0.3%
RXFP1 agonist | 6.0% | 1.2% | ? | . | -1.8% | 8.2% | 0.0% | 0.4%
Vif-APOBEC3F blk | ? | 1.8% | 1.4% | -14.8% | -2.8% | 1.9% | ? | -9.7%

# Sorted by molecular weight (rising): part of the list above.
12. COC1=NC(=C(c2ccccc2)c2ccccc2)OC1=O
10. Cc1ccc(O)c(NC(=O)COc2cc(C)ccc2C)c1
2. COc1ccc(CN(C)CCc2ccccn2)cc1OC
15. O=C(N/N=C\C=C\c1ccco1)C1COc2ccccc2O1 (stereo not drawn)
14. COc1ccc(CCNC(=O)c2c(O)nc3ccccn3c2=O)cc1
8. CN(C)c1cccc(-c2nnc(SCC(=O)NCc3ccco3)n2C)c1
1. CCOC(=O)C1=C(N)Oc2c(oc(CO)cc2=O)C1c1ccc(F)c(F)c1 (stereo not drawn)
16. CC(=O)c1c(C)[nH]c(C(=O)CN2CCN(S(=O)(=O)c3ccccc3)CC2)c1C
4. Cc1ccc(C(C(=O)NC2CCCC2)N(C(=O)CNC(=O)c2ccco2)c2ccccc2)o1 (stereo not drawn)
assay / entry | 12 | 10 | 2 | 15 | 14 | 8 | 1 | 16 | 4
Glioma ERSR ind | -2.2% | 1.4% | 2.6% | ? | 2.1% | -4.4% | -3.8% | -5.4% | 3.1%
USP1 inh | ? | -17.1% | 1.5% | 0.8% | -26.8% | . | -12.9% | -22.7% | -13.2%
PI4K2A block | -6.2 | -0.3 | -0.4 | -12.8 | -0.8 | . | -3.3 | 2.2 | 13.3
TrxR1 substrate | 11.5% | -1.4% | 8.1%[57.1 µM] | 11.3%[57.1 µM] | 4.4% | 2.2% | -9.7%[57.1 µM] | -4.1% | 1.6%[57.1 µM]
mIDH1 inhibitor | 0.0% | 2.4% | 9.5% | 0.9% | -7.6% | . | 0.7% | 2.7% | -21.4%
LDHA block | -10.8 | -6.8 | -22.6 | 5.4 | 7.5 | 5.4 | 1.2 | -1.1 | -4.6
Vif-APOBEC3G blk | 0.4% | -2.5% | 1.8% | -25.8% | 0.5% | -15.7% | -2.4% | -0.3% | -3.1%
RXFP1 agonist | . | 1.2% | 0.2% | 0.0% | 8.2% | . | -2.0% | 0.4% | -0.8%
Vif-APOBEC3F blk | -14.8% | 1.8% | -4.1% | ? | 1.9% | . | 1.7% | -9.7% | 6.9%

# Continuation:
17. CCN1C(=NCCc2cccnc2)N[C@@H](c2ccccc2)C(C(=O)OC)=C1C
18. Cc1cc(N2CCN(c3ccccn3)CC2)n2cc(-c3ccccc3)nc2n1
19. CC(C)(C)NC(=S)Nc1ccc(Br)cc1
20. COc1ccccc1CN1CC(C(=O)NCc2cccc(Cl)c2)CCC1=O (stereo not drawn)
21. Cc1ccc(N2C(=O)c3ccc(C(=O)O)cc3C2=O)c(C)c1
22. O=C(O)C1CC(c2ccccc2)=Nc2ccccc2S1 (stereo not drawn)
23. O=C(O)CCCn1c(=O)c2cccn2c2ccc(F)cc21
assay / entry | 17 | 18 | 19 | 20 | 21 | 22 | 23
Glioma ERSR ind | -3.0% | -1.4% | 1.0% | 0.3% | -5.2% | 6.0% | -1.9%
USP1 inh | -17.4% | -15.8% | -16.3% | -7.7% | -1.0% | -15.4% | -1.3%
PI4K2A block | -3.0 | 0.4 | -0.6 | 7.6 | -0.1 | 4.6 | -5.8
TrxR1 substrate | 4.2% | 23.5% | 4.2%[57.1 µM] | -1.0% | 3.4% | 6.8% | -4.1%
mIDH1 inhibitor | -4.0% | 0.9% | 1.9% | -12.0% | -6.6% | 7.7% | -3.2%
LDHA block | -16.1 | -4.9 | -4.1 | -2.7 | -9.7 | 3.4 | -15.9
Vif-APOBEC3G blk | 4.0% | 0.4% | 4.8% | 0.4% | 0.0% | 5.8% | 1.5%
RXFP1 agonist | 1.2%&0.0% | 0.1% | 0.1% | 2.2% | -1.2% | 2.6% | 5.3%
Vif-APOBEC3F blk | 7.3% | -4.8% | 2.4% | 3.1% | 3.8% | -2.4% | -8.1%

# The list is partial; the hit share may differ from the screen's.
